GSH fluor – GSH bead compound fluorescence profile | GSH beads flow cytometry, compound fluorescence 488/530 nm; active compounds read high | AID 1776 | fluorescence (KMESF) at 10 µM | 190,000 tested, 0.25% active; in the data active means fluorescence above about 89;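 further: glutathione beads carrying GST-tagged Bcl family fusion proteins plus one bare bead set; values are compound well signal with DMSO vehicle wells as background; inactives centre near 16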
RGS8-Gao reg – human RGS8-Galphao interaction regulation; multiplexed bead flow cytometry, RGS8-Galphao binding; actives lie on both sides; response (percent of control binding), % at 10 µM; 220,000 tested, 0.34% active; AID 1423; in the data active means response below about 60% or above about 140%; inactive means in between;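 further: Galphao activated as the GDP aluminium fluoride complex binding bead-coupled RGS8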
RGS7-Gao – modulates binding of RGS7 to human Galphao. binding response (% of control), % at 10 µM. AID 1439. Multiplexed bead flow cytometry; actives lie on both sides. 220,000 tested, 0.35% active; in the data active means binding response below about 49% or above about 150%; inconclusive means no clear call, values can overlap the other calls; inactive means in between;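 further: fluorescent Galphao held in activated GDP-AlF4 state binding bead-coupled RGS7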
Mcl1 Noxa PPI – disrupts binding of human Mcl-1 to Noxa peptide; AID 1022; TR-FRET Mcl-1/Noxa peptide binding, 2 h; inhibition, % at 21.7 µM; 220,000 tested, 1.5% active;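 active means compounds that cut the protein-peptide binding signal by more than 50% relative to plate controls in a single-dose test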;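 further: His-tagged Mcl-1 with rhodamine Noxa BH3 peptide and terbium anti-His antibody; 0% = Mcl-1 plus Noxa peptide wells and 100% = peptide-only wells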
Target sequence (Q07820 whole entry, looked up): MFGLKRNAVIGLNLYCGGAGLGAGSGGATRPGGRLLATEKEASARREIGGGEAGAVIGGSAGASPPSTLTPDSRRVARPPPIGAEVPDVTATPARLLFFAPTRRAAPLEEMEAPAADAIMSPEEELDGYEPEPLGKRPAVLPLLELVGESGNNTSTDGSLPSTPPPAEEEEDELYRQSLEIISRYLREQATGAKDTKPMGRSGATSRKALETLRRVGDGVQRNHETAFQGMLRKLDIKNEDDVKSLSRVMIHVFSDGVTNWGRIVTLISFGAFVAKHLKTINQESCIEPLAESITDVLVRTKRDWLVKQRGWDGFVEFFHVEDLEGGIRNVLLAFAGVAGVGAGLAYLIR
Pf gametocyte – inhibitors of late stage P. falciparum gametocyte viability | 150,000 tested, 0.065% active | P. falciparum stage V gametocytes, ATP luminescence, 24 h | inhibition, % at 10.9 µM | AID 743093;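 active means inhibition above the mean plus 3 SD of compounds within the control limits, set per campaign, cut at about 38% in these data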;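 further: 0% = DMSO wells and 100% = medium only without gametocytes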
Mcl1 Bid PPI – Mcl-1/Bid interaction inhibition; TR-FRET Mcl-1/Bid-Dy647 peptide binding, 1536-well; inhibition, % at 21.7 µM; 220,000 tested, 0.97% active;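 active means compounds that cut the binding signal by more than half at the single screening dose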;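 further: His-tagged Mcl-1 with europium anti-His antibody binding Bid BH3 peptide; 0% = Mcl-1 plus peptide wells and 100% = peptide-only wells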
ABCG2 block – human ABCG2 inhibition, ABCB1 as counter-screen; IgMXP3 cells, JC-1 efflux, flow cytometry; inhibition, % at 6.6 µM; 190,000 tested, 0.1% active;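 active means inhibition above 80%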;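 further: 0% = DMSO and 100% = nicardipine control wells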
Target sequence (Q9UNQ0 whole entry, looked up): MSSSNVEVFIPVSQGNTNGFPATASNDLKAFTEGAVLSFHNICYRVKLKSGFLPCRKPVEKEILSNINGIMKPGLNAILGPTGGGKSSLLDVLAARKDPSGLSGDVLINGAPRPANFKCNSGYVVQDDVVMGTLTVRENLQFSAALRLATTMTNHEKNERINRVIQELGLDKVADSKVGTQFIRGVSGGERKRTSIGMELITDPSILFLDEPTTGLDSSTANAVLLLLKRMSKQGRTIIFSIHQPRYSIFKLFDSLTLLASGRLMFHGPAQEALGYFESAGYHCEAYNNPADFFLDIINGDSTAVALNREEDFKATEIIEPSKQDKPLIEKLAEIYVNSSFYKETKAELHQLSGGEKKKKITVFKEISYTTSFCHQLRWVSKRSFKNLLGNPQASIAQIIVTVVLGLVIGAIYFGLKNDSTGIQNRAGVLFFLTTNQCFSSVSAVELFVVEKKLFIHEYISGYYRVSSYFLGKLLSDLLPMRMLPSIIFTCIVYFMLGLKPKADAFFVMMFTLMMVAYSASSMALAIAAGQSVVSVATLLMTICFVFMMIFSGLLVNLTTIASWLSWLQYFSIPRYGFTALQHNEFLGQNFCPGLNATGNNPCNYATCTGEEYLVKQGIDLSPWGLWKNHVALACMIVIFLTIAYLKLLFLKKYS
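Times: 10 min at 25 °C | Test system: Two drug-resistant human cell lines, ABCG2 and ABCB1 | Quantity: 3 million cells/mL final, two lines in 1:1 ratio | Signal: Flow cytometry, 530 nm JC-1 signal | Dosing: Compound at 6.6 µM | Controls: Nicardipine and DMSO wells | Reagent: JC-1 as fluorescent efflux pump substrate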
Mcl-1 Bim block – disrupts Bim peptide binding to human Mcl-1 | inhibition, % at 10 µM | Bead-based flow cytometry, Bim peptide-Mcl-1 binding | 190,000 tested, 0.1% active; in the data active means inhibition above about 40%;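 further: 0% = no compound tracer wells and 100% = peptide blocker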
RGS4-Gao reg – human RGS4-Galphao interaction regulation; Multiplexed bead flow cytometry, RGS4-Galphao binding; actives lie on both sides; AID 1415; P09471; 220,000 tested, 0.33% active; binding response (% of control), % at 10 µM; in the data active means binding response below about 49% or above about 150%; inactive means in between;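 further: fluorescent Galphao activated with aluminum fluoride binding bead-coupled RGS4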
Avidin bead fluor – avidin bead compound fluorescence profile. Avidin beads, compound fluorescence 488/530 nm, flow cytometry; active compounds read high. AID 1775. 220,000 tested, 0.38% active. fluorescence (KMESF) at 10 µM; in the data active means fluorescence above about 47; further: inactives centre near 10
ABCB1 block – human ABCB1 inhibition, ABCG2 as counter-screen | P08183 | CCRF-Adr cells, JC-1 efflux, flow cytometry | inhibition, % at 6.6 µM | 190,000 tested, 0.067% active | AID 1326; in the data active means inhibition above about 40%;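 further: 0% = vehicle and 100% = reference inhibitor; higher value means more JC-1 retained so stronger ABCB1 efflux block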
* hit, by the source's call; ? = inconclusive; . = not tested or not shown.

SMILES	GSH fluor	RGS8-Gao reg	RGS7-Gao	Mcl1 Noxa PPI	Pf gametocyte	Mcl1 Bid PPI	ABCG2 block	Mcl-1 Bim block	RGS4-Gao reg	Avidin bead fluor	ABCB1 block
O=C(OCC(=O)N1CCN(C(=O)c2ccco2)CC1)c1ccccc1	10	103	?	1	-17	-5	-1	0	103	13	-0.6
COc1ccc(-c2ccc(=O)n(CC(=O)Nc3nnc(C(C)C)s3)n2)cc1OC	4	100	103	10	.	-21	1	9	102	12	0.3
C=CCn1c(SCC(=O)NCCc2ccccc2)nnc1C(C)NC(=O)c1cccs1 (stereo unspecified)	15	104	100	-16	-8	-15	0	-2	102	4	-0.3
COc1ccc(C(=O)N/N=C/c2ccc(OC(=O)c3cccc4ccccc34)c([N+](=O)[O-])c2)cc1	10	112	101	51*	.	10	-3	-8	102	3	-0.7
O=C1CN(S(=O)(=O)c2ccccc2)c2ccccc2N1	56	100	102	-2	.	5	0	0	104	24	0.0
Cc1cc(NC(=O)CN2CCN(S(=O)(=O)c3ccc4ccccc4c3)CC2)no1	23	102	103	-4	.	5	-12	-7	102	20	-0.6
COc1cccc(C(C)NC(=O)c2c(F)cccc2Cl)c1 (stereo unspecified)	13	101	105	-11	32	-28	2	-5	95	13	0.4
CCC1(CC)NC(=O)N(CC(=O)N2N=C(c3ccc(Cl)cc3)CC2c2ccco2)C1=O (stereo unspecified)	60	107	103	2	17	-5	2	1	104	24	0.6
c1ccc(OCc2nn3c(Cn4nnc5ccccc54)nnc3s2)cc1	4	93	123	7	-66	-3	-1	-4	101	5	-0.4
O=C(Nc1ccncc1)c1cc2ccccc2o1	10	100	100	18	-6	-11	24	1	98	6	1.1
Cc1ccc(-c2ccnc(=S)[nH]2)cc1	18	99	103	-9	.	-32	1	-6	100	9	0.3
CC(C)(C)C(=O)OCc1cn(-c2ccccc2)nn1	8	103	102	0	-9	-21	1	0	104	32	0.2
O=C(CSc1nnc(Cc2ccccc2)o1)N1CCCc2ccccc21	43	99	98	14	.	-25	3	-3	93	.	0.5
O=C(Cn1c(=O)n2ncnc2c2c3c(sc21)CCCC3)c1ccccc1	15	102	99	-6	-27	14	6	0	99	8	1.8
COc1cc(-c2nnc(COC(=O)c3cc(C)nc4ccc(C)cc34)o2)cc(OC)c1OC	21	106	104	-20	-11	-14	54	-1	102	12	25
CCCc1cc(=O)[nH]c(SCC(=O)Nc2ccc(OC(F)F)cc2)n1	260*	103	103	14	-1	-18	-1	-3	103	7	-0.2
O=C1C=C(O)CC(c2ccc(Cl)c(Cl)c2)C1 (stereo unspecified)	23	93	91	13	.	-17	3	-3	97	8	-1.5
Cc1ccc(COc2ccc(C)nc2[N+](=O)[O-])cc1	.	101	?	4	0	-10	.	.	99	9	.
CN(C)CCCC1(O)c2ccccc2CCc2ccccc21	10	105	106	8	.	-14	1	1	105	13	-0.1
Cc1cc(C(=O)N/N=C/c2ccc[nH]2)no1	9	69	88	15	.	-76	-3	-7	88	3	-0.5
Cc1cc(C)c(S(=O)(=O)n2c([N+](=O)[O-])cnc2C)cc1C	12	92	97	22	.	6	53	-3	97	7	1.1
CC1Cc2ccccc2N1C(=O)CSc1nnc(-c2ccc(S(=O)(=O)N3CCCC3)cc2)o1 (stereo unspecified)	6	103	99	-67	5	27	4	-2	105	11	2.1
CC1=Nc2ncnn2C(c2ccccc2)/C1=N\O (stereo unspecified)	31	99	98	1	.	-3	-1	-4	102	14	-0.7
Cc1ccc(S(=O)(=O)N2CCC(C(=O)N3Cc4ccccc4C3)CC2)cc1	15	103	101	11	15	4	10	-1	104	8	1.6
COc1ccc(/C(C)=N/OCC(=O)N=Nc2c(O)[nH]c3ccc(Br)cc23)cc1	9	104	103	1	-2	-31	-1	-4	102	6	0.0
Cn1c(=N)n(CC(=O)C(C)(C)C)c2ccccc21	23	98	99	-3	28	-65	3	.	95	10	0.7
CC1=C(C(=O)OC(C)(C)C)C(c2cccs2)NC(=O)N1 (stereo unspecified)	10	101	95	8	28	-24	5	-1	97	19	0.3
CCOc1cc(N2CCOCC2)c(OCC)cc1NC(=O)c1ccc(C)cc1	12	104	100	6	-18	-40	1	0	100	10	-0.1
CCOC(=O)c1ccccc1NS(=O)(=O)c1ccc(C)cc1	11	102	99	4	.	-3	2	-2	104	16	0.7
Cc1ccc(OCCn2cc(Br)c(=O)[nH]c2=O)cc1	4	101	98	6	.	5	4	0	98	8	0.3
CCOC(=O)c1ccc(OCC(=O)c2ccc(O)cc2O)cc1	9	97	90	14	.	15	1	0	94	10	-0.1
CCSc1nc2ccccc2n1CC(=O)N1CCCCC1	9	97	92	23	.	18	4	-4	92	11	0.8
COC(=O)c1cccc(S(=O)(=O)N2CCC(NC(=O)Nc3cccc(F)c3)CC2)c1	59	105	101	-11	-10	0	1	-1	106	2	0.0
O=C1C2C3C=CC(C3)C2C(=O)N1Nc1c(Cl)cc(Cl)cc1Cl (stereo unspecified)	13	107	104	16	-15	-7	7	-1	105	13	0.8
CC1=C(C(=O)OCc2ccccc2)C(c2ccc(C(C)(C)C)cc2)NC(=O)N1CCCCCC(=O)O (stereo unspecified)	18	119	104	12	23	11	-5	-4	108	10	2.5
CCOC(=O)CN1CC23C=CC(O2)C(C(=O)NCCc2ccccc2)C3C1=O (stereo unspecified)	23	94	90	6	.	-19	1	1	92	7	0.2
COCCn1c(SCC(=O)NCc2ccccc2)nnc1-c1ccco1	41	103	104	2	-36	-11	2	-5	103	7	0.7
O=C(c1ccccc1)C1CCN(C(=O)c2cccs2)CC1	.	99	?	-31	8	-19	.	.	97	2	.
O=C(CNC(=O)c1ccc2c(c1)OCCO2)N/N=C/c1ccc(Cl)cc1	9	107	100	5	.	-10	3	-2	101	19	0.7
CN(C(=O)c1ccc2c(c1)OCO2)C1(C(=O)NC2CCCC2)CCCCC1	11	101	94	7	.	-11	1	0	99	8	0.2
CC(=O)Nc1ccc(OC(=O)c2cc3cc(Br)cc(Br)c3oc2=O)cc1	8	80	81	19	4	-14	-3	2	91	4	-0.6
COc1ccccc1NC(=O)c1cc(C)nc2ccccc12	17	97	102	-1	2	-17	3	0	100	9	0.3
CCC(=O)Nc1nnc(SCC(=O)NCCc2ccc(OC)c(OC)c2)s1	19	108	?	-11	-15	-11	-2	0	107	9	-0.3
O=C(Nc1ccc2c(c1)OCO2)c1sc2cc(Cl)ccc2c1Cl	10	100	101	-3	.	43	13	-9	101	22	-0.8
Cc1cc(F)ccc1N1CCC(N2CCN(CCC(C)C)C(CCO)C2)CC1 (stereo unspecified)	53	106	105	23	-2	-12	6	-4	106	9	0.9

Some of the entries above in another layout.
> O=C1CN(S(=O)(=O)c2ccccc2)c2ccccc2N1
  GSH fluor: 56
  RGS8-Gao reg: 100
  RGS7-Gao: 102
  Mcl1 Noxa PPI: -2
  Pf gametocyte: .
  Mcl1 Bid PPI: 5
  ABCG2 block: 0
  Mcl-1 Bim block: 0
  RGS4-Gao reg: 104
  Avidin bead fluor: 24
  ABCB1 block: 0.0
> Cc1ccc(S(=O)(=O)N2CCC(C(=O)N3Cc4ccccc4C3)CC2)cc1
  GSH fluor: 15
  RGS8-Gao reg: 103
  RGS7-Gao: 101
  Mcl1 Noxa PPI: 11
  Pf gametocyte: 15
  Mcl1 Bid PPI: 4
  ABCG2 block: 10
  Mcl-1 Bim block: -1
  RGS4-Gao reg: 104
  Avidin bead fluor: 8
  ABCB1 block: 1.6

(more compounds)
SMILES	GSH fluor	RGS8-Gao reg	RGS7-Gao	Mcl1 Noxa PPI	Pf gametocyte	Mcl1 Bid PPI	ABCG2 block	Mcl-1 Bim block	RGS4-Gao reg	Avidin bead fluor	ABCB1 block
CO/N=C/NC(=O)c1c(OC)ccnc1Oc1ccc(Cl)cc1	24	100	100	-7	.	-18	3	-4	102	14	0.6
Cc1ccc(C(=O)N/C(=C\c2cccs2)C(=O)NCc2ccncc2)cc1	10	101	96	5	.	-14	1	5	98	23	0.2
Cc1cccc(COCC(Cc2ccccc2)N2CCN(C(=O)c3ccc(C(F)(F)F)cc3)CCC2=O)c1 (stereo unspecified)	18	82	93	5	.	21	0	-1	93	7	1.3
CCC(C)(C)n1nnnc1C(c1ccc(O)cc1)N1CCc2ccccc2C1 (stereo unspecified)	17	101	100	59*	2	-11	0	-2	100	10	0.1
Cn1c(Cl)c(/C=N/OC(=O)c2ccc(Cl)cc2)c2ccccc21	34	97	99	-9	-16	-17	-5	-1	99	5	-3.7
N=c1c2c3c(sc2ncn1CCCO)CCCC3	20	99	102	15	12	-24	4	-3	100	10	0.5
Cc1cc(C)cc(OCC(=O)NN2C(=O)c3ccccc3C2=O)c1	13	101	101	5	2	4	12	0	100	3	1.3
CCc1cc(C(=O)c2ccc(OC)cc2)c(NC(=O)CN2CCCC2)s1	.	98	?	3	-28	-1	.	.	90	6	.
N#CC1=C(N)OC2=C(C(=O)CC(c3ccccc3)C2)C1c1cccnc1 (stereo unspecified)	25	102	100	7	.	5	7	-1	99	3	1.0
CCCOc1ccc(Cn2c(O)cc(=O)[nH]c2=O)cc1	36	99	99	9	.	33	-6	-9	98	15	0.0
CCCn1nnc(NC(=S)NC(=O)c2ccc(-c3ccc(Br)cc3)o2)n1	.	98	?	16	-2	-26	.	.	96	8	.
N#CCSc1nccc(-c2cc(Cl)sc2Cl)n1	11	103	102	-18	4	-5	1	0	104	14	0.2
Cc1ccccc1NC(=O)CSc1nnnn1C	63	97	96	-5	.	-30	-1	2	101	11	-0.1
CCOC(=O)C1(CCc2ccccc2)CCN(C(=O)c2ccoc2)CC1	11	102	107	2	.	7	0	0	109	4	0.9
O=C(O)CC(CC(=O)Nc1ccc(C(=O)O)cc1)c1ccccc1 (stereo unspecified)	.	103	?	7	-3	18	.	.	105	8	.
COc1cccc(C(=O)OCCN2CCOCC2)c1	11	104	99	-1	-12	-2	0	16	102	13	0.2
CCC(=O)Nc1ccc2nc(SCC(=O)N3CCOCC3)sc2c1	16	102	105	7	13	-4	4	0	104	11	-0.1
O=C(CC(Nc1ccccc1Cl)C(=O)O)c1ccccc1 (stereo unspecified)	10	103	98	1	.	-8	0	2	103	20	-0.1
COc1ccc(CCC(=O)NCCc2nc3ccccc3[nH]2)cc1	10	104	100	4	7	-14	10	-1	102	12	-0.1
COc1ccc2c(c1)/C(=N/N1C(=O)c3ccccc3C1=O)C(=O)N2	19	100	91	29	.	-20	14	2	96	9	1.1
COc1cccc(NS(=O)(=O)c2ccc3[nH]cc(C(=O)NC4CC4)c(=O)c3c2)c1	34	111	113	28	.	37	-1	0	121	6	-0.3
COc1cc(C2=NOC(C(=O)N3CCN(c4ccc(F)cc4)CC3)C2)cc(OC)c1OC (stereo unspecified)	42	103	106	4	.	-74	4	0	109	8	1.7
Cc1ccc(CSC2=NCCN2C(=O)c2ccc([N+](=O)[O-])cc2)cc1	24	99	95	10	8	1	14	-2	103	6	1.0
O=C1CS/C(=N\C(=O)N2c3ccccc3Sc3ccccc32)N1	31	93	88	69*	-22	0	0	-1	92	12	0.0
O=C(NN1CCOCC1)c1cc(S(=O)(=O)Nc2cccc(C(F)(F)F)c2)ccc1Cl	14	100	104	-2	-18	-37	6	-3	103	20	5.1

Assay outcomes deposited in PubChem by several laboratories.
